# Source: PubChem (National Center for Advancing Translational Sciences (NCATS))
# ALOX15 inhib: qHTS Assay for Inhibitors of 15-hLO (15-human lipoxygenase). purified 15hLO-1, xylenol orange hydroperoxide absorbance. Potency, µM (top dose mostly 57.1 µM), inactives show at the highest dose activity change, negative = inhibition, most hits filed as inhibitors. hit rate 1.4% among 74,000. AID 887, 2007; note: potency is the fitted concentration of half-maximal effect; % is set by controls: 0 for no effect and ±100 for the full control effect; nearly all actives have a fitted effect of over 55% in size
#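 Hydroperoxide formed from arachidonic acid (50 uM) by purified human 15hLO-1 (40 nM) oxidizes ferrous iron, and the ferric-xylenol orange complex is read at 573 versus 405 nm. Compounds were preincubated 15 min; reaction ran 6 min at room temperature.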
# UbGFP stabilizer: Ubiquitin-GFP Assay. Ubiquitin-GFP reporter cells, proteasome inhibition, GFP fluorescence; response scale: untreated = 0%, 10 µM MG-132 = 100%. Potency, µM (titrated, usually from 45.9 µM), for inactives: at the highest dose activation (GFP accumulation), most hits filed as activators. 67,000 tested, under 10 active. AID 526, 2006; active = well fitted activation curve with a large enough effect, not every such curve was filed as active; inconclusive = small, poorly fitted or top-dose-only effect, or another doubt; inactive = no such curve, though single readings can be large or run the other way; note: potency is the fitted concentration of half-maximal effect
#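 U2OS cells stably expressing ubiquitin(G76V)-GFP, seeded overnight in 0.5% FBS medium, were exposed to compounds (qHTS, 46 uM to 2.9 nM) for 4 hr at 37 °C. GFP-positive cells were counted by laser cytometry (488 ex/515 em), normalized between basal and 10 uM MG-132.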
# BRCT PPI red: qHTS Assay for Inhibitors of BRCT-Phosphoprotein Interaction (Red Fluorophore) | AID 892, 2007 | Breast cancer type 1 susceptibility protein (Homo sapiens), P38398 | Potency, µM (doses to about 76.9 µM), inactives show top-dose activity change, negative = inhibition, usual class: inhibitors | hit rate 0.03% among 75,000 | BRCT-phosphopeptide binding, red fluorescence polarization; note: % is set by controls: 0 for no effect and ±100 for the full control effect
# Target sequence (P38398 whole entry, looked up): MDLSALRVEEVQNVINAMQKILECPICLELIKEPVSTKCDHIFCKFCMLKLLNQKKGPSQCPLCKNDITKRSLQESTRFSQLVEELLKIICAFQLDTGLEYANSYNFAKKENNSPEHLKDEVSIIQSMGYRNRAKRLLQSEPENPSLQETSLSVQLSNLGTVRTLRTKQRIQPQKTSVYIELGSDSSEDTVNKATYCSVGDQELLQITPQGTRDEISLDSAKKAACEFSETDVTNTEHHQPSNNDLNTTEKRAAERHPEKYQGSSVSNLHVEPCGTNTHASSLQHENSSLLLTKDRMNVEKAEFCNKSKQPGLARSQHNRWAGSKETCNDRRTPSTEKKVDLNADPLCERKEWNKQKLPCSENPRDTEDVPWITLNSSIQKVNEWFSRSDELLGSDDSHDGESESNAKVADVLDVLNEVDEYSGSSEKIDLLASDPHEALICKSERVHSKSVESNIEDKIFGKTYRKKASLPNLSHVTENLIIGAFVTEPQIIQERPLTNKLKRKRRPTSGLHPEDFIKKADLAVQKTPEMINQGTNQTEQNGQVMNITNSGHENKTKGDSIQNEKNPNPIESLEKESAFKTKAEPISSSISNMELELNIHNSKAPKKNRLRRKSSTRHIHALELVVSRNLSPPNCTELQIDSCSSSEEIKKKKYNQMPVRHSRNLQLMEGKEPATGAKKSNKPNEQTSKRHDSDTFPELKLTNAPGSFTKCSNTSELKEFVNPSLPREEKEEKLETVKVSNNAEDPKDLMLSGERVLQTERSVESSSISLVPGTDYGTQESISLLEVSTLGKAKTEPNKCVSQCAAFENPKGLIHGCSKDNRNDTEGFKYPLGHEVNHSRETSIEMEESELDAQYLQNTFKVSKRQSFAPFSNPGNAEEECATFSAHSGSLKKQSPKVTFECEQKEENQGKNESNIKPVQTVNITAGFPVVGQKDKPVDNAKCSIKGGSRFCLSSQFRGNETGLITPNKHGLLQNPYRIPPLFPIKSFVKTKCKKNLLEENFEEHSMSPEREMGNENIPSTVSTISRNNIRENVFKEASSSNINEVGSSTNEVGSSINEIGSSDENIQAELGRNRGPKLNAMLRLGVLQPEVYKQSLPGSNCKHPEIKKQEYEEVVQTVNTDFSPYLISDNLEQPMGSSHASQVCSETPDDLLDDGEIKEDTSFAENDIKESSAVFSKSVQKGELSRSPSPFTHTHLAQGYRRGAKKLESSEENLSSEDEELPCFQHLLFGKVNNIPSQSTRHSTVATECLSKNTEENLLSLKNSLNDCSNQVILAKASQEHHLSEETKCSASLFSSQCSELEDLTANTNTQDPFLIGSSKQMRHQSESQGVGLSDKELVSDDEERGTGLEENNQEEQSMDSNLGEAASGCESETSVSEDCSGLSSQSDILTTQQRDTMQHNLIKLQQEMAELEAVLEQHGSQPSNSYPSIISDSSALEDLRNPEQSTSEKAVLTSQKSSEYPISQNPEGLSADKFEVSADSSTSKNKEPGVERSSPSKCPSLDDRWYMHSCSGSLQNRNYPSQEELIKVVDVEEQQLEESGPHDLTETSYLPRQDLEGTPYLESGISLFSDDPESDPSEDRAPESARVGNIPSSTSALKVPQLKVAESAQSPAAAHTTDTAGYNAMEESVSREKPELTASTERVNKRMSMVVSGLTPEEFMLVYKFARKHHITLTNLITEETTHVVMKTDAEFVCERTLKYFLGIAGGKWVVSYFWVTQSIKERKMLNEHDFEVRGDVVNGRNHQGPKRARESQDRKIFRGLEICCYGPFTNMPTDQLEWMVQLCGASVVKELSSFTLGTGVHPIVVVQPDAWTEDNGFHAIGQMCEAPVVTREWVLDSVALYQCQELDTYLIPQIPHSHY
#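 Fluorescence polarization: 100 nM His-tagged BRCA1 BRCT with 100 nM TAMRA-labelled phospho-BACH1 decapeptide, phosphate buffer pH 7.3 with 150 mM NaCl, DTT, 0.01% Tween 20; 12 min RT. Binding inhibition seen as FP decrease.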
# Pol III holo inh: qHTS Assay for Inhibitors of DNA Polymerase III Holoenzyme System; reconstituted DNA polymerase III holoenzyme replication, biochemical; Potency, µM (series often up to 57.1 µM), inactives show top-dose activity change, negative = inhibition; hit rate 0.25% among 71,000; AID 603, 2007; note: potency is the fitted concentration of half-maximal effect; % is set by controls: 0 for no effect and ±100 for the full control effect
#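 Reconstituted *E. coli* holoenzyme (0.35 nM Pol III, 1 nM beta, 154 nM SSB, 2 nM primase) was preincubated with compound for 15 min at RT. Synthesis on 1.4 nM ssM13Gori ran 35 min, then was stopped with PicoGreen/EDTA and read as dsDNA fluorescence.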
# A350 autofl: qHTS Assay for Spectroscopic Profiling in A350 Spectral Region | max dye-equivalent concentration, M | Compound autofluorescence, 340/450 nm, Alexa 350 dye-equivalents; active compounds read high | AID 590, 2007 | hit rate 11% among 59,000; in the data active = max dye-equivalent concentration above about 10 nM; inconclusive = mostly about 1.1 nM to 9.6 nM
# HBB splicing: qHTS Assay for Modulators of Hemoglobin Beta Chain Splicing; HBB splicing reporter cell assay, activation; EGFP reporter with mutant IVS2-654 intron; response scale: normalised to 500 nM splice-correcting PNA; hit rate 0.06% among 65,000; AID 925, 2007; Potency, µM (titrated, usually from 46.1 µM), for the others: top-dose activation, usual class: activators; note: potency is the fitted concentration of half-maximal effect; 0% is about no effect
#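 HeLa cells stably expressing EGFP interrupted by mutant beta-globin intron 2 (IVS2-654), 500/well in 2% FCS. Treated with compound for 2 days at 37C. Splicing correction scored as total well GFP intensity (488 nm excitation, 500-520 nm emission); 500 nM antisense PNA served as control.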
# GFP derepression: qHTS Assay for Epigenetic Modulators; Potency, µM (doses to about 46.1 µM), for inactives: at the highest dose GFP derepression (activation); hit rate 0.09% among 68,000; mouse C127i GFP locus derepression, cytometry, 30 h; note: % of control where 0% means no effect
#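 Read-out is the number of GFP-positive cells, scored as fluorescent objects 20 to 120 um wide, reflecting derepression of a silenced CMV-GFP reporter in murine C127i cells after 30 h compound exposure at 37 C.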
# CRE-bla Fsk: Cell signaling CRE-BLA (Fsk stim). CHO CRE-bla reporter (cAMP response element driving beta-lactamase), forskolin EC10, beta-lactamase ratio. Potency, µM (series often up to 38.2 µM), without a hit: at the highest dose activity change, negative = inhibition, most hits filed as activators. hit rate 2.5% among 71,000; active = well fitted activation curve with a large enough effect in the signal ratio, with a control signal flat, not every such curve was filed as active; inconclusive = small, poorly fitted or top-dose-only effect, or effect the other way, or a change in a side signal; the % refers to the signal ratio; note: potency is the fitted concentration of half-maximal effect; % of control where 0% means no effect
#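 Beta-lactamase reporter under a cAMP responsive element in CHO cells; compounds tested in titration series against EC10 NKH 477, 3 h at 37 °C. Read-out: CCF4 FRET ratio 460nm/530nm (excitation 405nm) giving %Activity, fitted to AC50.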
# 4MU fluor: qHTS Assay for Spectroscopic Profiling in 4-MU Spectral Region | compound autofluorescence, 340/450 nm, 4-MU equivalents; active compounds read high | hit rate 11% among 59,000 | AID 589, 2007 | max dye-equivalent concentration, M; in the data active = max dye-equivalent concentration above about 10 nM; inconclusive = mostly about 1.1 nM to 9.6 nM
#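 Compounds in 100 mM Tris, pH 8.0, incubated 15 min at room temperature, then fluorescence read at 340 nm excitation/450 nm emission. Signal converted to 4-MU dye-equivalent concentration using an on-plate six-point 4-MU standard curve.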
# BRCT PPI green: qHTS Assay for Inhibitors of BRCT-Phosphoprotein Interaction (Green Fluorophore) | hit rate 0.05% among 75,000 | Breast cancer type 1 susceptibility protein (Homo sapiens), P38398 | BRCA1 BRCT-phosphopeptide binding, green fluorescence polarization | Potency, µM (series often up to 76.9 µM), for the others: at the top dose activity change, negative = inhibition, usual class: inhibitors;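 note: potency is the fitted concentration of half-maximal effect; plate controls were peptide without protein for full effect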
#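 Fluorescence polarization: His-tagged BRCT (~35 kDa BRCA1 C-terminus, 250 nM) bound to 100 nM fluorescein-labeled phosphorylated 10-aa BACH1 peptide, pH 7.3 phosphate buffer with DTT and Tween 20. Compounds incubated 12 min at room temperature; inhibition read as lowered polarization.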
# Hsp90 Hop PPI: qHTS Assay for Disrupters of an Hsp90 Co-Chaperone Interaction; Hsp90 C-terminal peptide / TPR2A (Hop) interaction, human; AlphaScreen TPR2A-His6 binding biotin-Hsp90 C-terminal peptide; Potency, µM (highest dose often 57 µM), inactives show at the highest dose activity change, negative = inhibition; hit rate 0.44% among 71,000; active = well fitted curve in either direction with a large enough effect; inconclusive = small, poorly fitted or top-dose-only effect, or another doubt; note: potency is the fitted concentration of half-maximal effect; % is set by controls: 0 for no effect and ±100 for the full control effect; many of its hits are not listed in these tables
# Numbers without * were called inactive; i = inactive; ? = inconclusive; . = no result given; [ ] = dose if it differs, or a comment. Unless noted, calls come from the whole dose curve; as a rule, active = well fitted curve in the direction sought with a large enough effect; inconclusive = small, poorly fitted or top-dose-only effect, or another doubt; inactive = no such curve, though single readings can be large; an effect the other way counts as inactive or inconclusive. This is a random part of the collection. Share with any hit: about 12%.
# The line under a structure holds: ALOX15 inhib	UbGFP stabilizer	BRCT PPI red	Pol III holo inh	A350 autofl	HBB splicing	GFP derepression	CRE-bla Fsk	4MU fluor	BRCT PPI green	Hsp90 Hop PPI
N#CC1=C(N)Oc2n[nH]c(-c3ccc(F)cc3)c2C1c1ccncc1 (configuration not stated)
  -15%	-1%	0.8%	-5%	i	0.0%	-2%	-10%	i	-0.3%	-2%
c1nc(NCCN2CCOCC2)c2c3c(sc2n1)CCCCC3
  -1%	-10%	0.7%	-1%	i	0.2%	3%	?	i	0.0%	-5%
Oc1c(C(Nc2nc3ccccc3s2)c2ccco2)ccc2cccnc12 (configuration not stated)
  33%[activator]	2%	0.6%	0%	i	4.9%	-2%	?	i	-1.5%	?
COC(=O)CCCC(=O)OC
  -1%	.	0.6%	-2%	.	0.4%	.	-1%	.	-2.0%	-5%
Cc1ccc(C(=O)N(CN2CCCC2=O)c2ccc(F)cc2)cc1C
  3%	-14%	-2.3%	-1%	i	-4.5%	1%	9%	i	-0.4%	-1%
COc1cc(C2CC(=O)N3CN(Cc4ccco4)CSC3=C2C#N)ccc1OCc1ccccc1 (configuration not stated)
  6.3µM*	-10%	1.1%	-5%	.	-0.3%	.	?	.	2.3%	-1%[2.3 µM]
COc1ccc(C(=O)Nc2oc(-c3ccccc3)c(-c3ccccc3)c2C#N)cc1OC
  -6%	-1%	0.1%	14%	3.4e-08M*	-0.7%[57.5 µM]	1%	?	2.9e-08M*	1.2%	-17%
O=C(O)CNC(=O)c1ccc([N+](=O)[O-])cc1
  3%	.	-0.9%	-7%	.	0.1%	.	-9%	.	-1.1%	5%
C/C=C(\C)c1nnc(NC(=O)C(C)C)s1
  15%	-5%	-0.8%	4%	?	1.5%	-3%	11%	?	-1.6%	4%
COc1cccc(/C=N/n2c(CO)nc3ccccc32)c1OC
  6%	0%	0.2%	-5%	i	1.9%	-1%	?	i	-1.7%	-5%
Cc1cccc2c1nc(-c1ccccc1)n1cnnc21
  -15%	-3%	0.8%	-6%	i	-0.2%[57.5 µM]	-1%	12%	i	0.4%	0%
O=C1CCc2nc3sc4c(c3c(=O)n2N1)CCCC4
  7%	-15%	1.1%	-1%	i	0.1%	3%	-12%	i	0.0%	3%
COc1cccc(-c2nnc(SCC(=O)Nc3cc(C)ccc3OC)n2N)c1
  -9%	6%	-0.3%	5%	i	-1.8%	6%	4%	i	-5.3%	-2%
O=c1[nH]c(SCc2cccc(Cl)c2)nc2c1CCCC2
  -6%	0%	-0.8%	-2%	i	1.5%	0%	?	i	1.1%	-2%
COC(=O)c1ccccc1NC(=O)Cn1cnc2c(cnn2-c2ccccc2)c1=O
  -8%	1%	0.7%	-5%	i	.	0%	1%	i	-0.2%	1%
O=[N+]([O-])c1ccc(F)cc1F
  2%	.	-0.7%	2%	.	0.4%	.	-11%	.	-0.7%	-12%
CC1=C(C(=O)Nc2ccccc2C)C(c2ccc(C)o2)N2C(=O)CSC2=N1 (configuration not stated)
  3%	7%	1.0%	-7%	?	0.6%	-2%	-9%	?	-0.9%	-5%
CS(=O)(=O)N1CCC(C(=O)N2CCC(Cc3ccccc3)CC2)CC1
  -4%	-6%	0.5%	-2%	?	-0.9%	0%	-7%	?	1.1%	-1%
CN(C)c1ncc2nc(CCc3ccccc3)c(=O)n(C[C@H]3CCCO3)c2n1
  -7%	3%	-4.2%	-2%	4.1e-08M*	-0.4%	0%[9.22 µM]	13µM*	3.4e-08M*	-3.2%	?
CCCCn1nnc(NC(=O)Cc2ccc(Cl)cc2)n1
  -1%	1%	0.5%	-2%	i	-0.3%	0%	-3%	i	-2.0%	2%
Cc1nn(-c2ccccc2)c2sc(C(=O)N3CCOCC3)cc12
  -1%	25%	-3.2%	-2%	i	-0.3%	0%	4µM*	i	1.9%	0%
CS(=O)(=O)NCc1nnc(SCC(=O)NC2CCCCC2)n1-c1ccc(F)cc1
  5%	2%	0.6%	-6%	?	-0.7%	3%	-11%	?	-3.3%	-5%
CCCCn1cnc2sc3c(c2c1=N)CCCC3
  -3%	16%	-0.5%	-6%	.	-2.2%	-3%	8%	.	0.6%	-2%
Cc1[nH]c2ccccc2c1C(=O)CN1CCC(C(N)=O)(N2CCCCC2)CC1
  ?	-3%	-0.6%	-5%	i	1.4%[57.5 µM]	0%	-17%	i	1.5%	1%
COc1ccc(N(CC(=O)NCc2cccs2)S(=O)(=O)c2cccnc2)cc1
  2%	-6%	0.2%	2%	.	0.2%	0%	-9%	.	-0.4%	0%
CCOC(=O)N1CCN(S(=O)(=O)c2cccc3nonc23)CC1
  22%	-1%	-0.8%	5%	i	-0.9%	3%	-6%	i	-0.8%	-5%
CCNc1ccccc1
  1%	.	1.7%	1%	.	-0.3%	.	-15%	.	-1.1%	-3%
O=C(NC1CCCCC1)N(CCN1CCOCC1)Cc1cc2cc3c(cc2[nH]c1=O)OCCO3
  -1%	6%	-0.2%	-5%	2.3e-07M*	.	-2%	?	2.4e-07M*	-2.6%	-2%
O=C(CCCCCn1c(=O)[nH]c2ccccc2c1=O)N1CCN(Cc2ccc3c(c2)OCO3)CC1
  -20%	-6%	-1.2%	-1%	i	-3.2%	0%	6%	i	2.1%	-14%
COC(=O)c1ccccc1NC(=O)Nc1cc(C)cc(C)n1
  -3%	-5%	-0.1%	-3%	?	1.9%	-1%	-3%	?	-1.2%	-3%
COCCNC(=O)C(c1ccco1)N(C(=O)Cn1nnc2ccccc21)c1ccc(C)cc1C (configuration not stated)
  2%	2%	0.1%	-2%	4.4e-08M*	-4.4%	-2%	-12%	4.1e-08M*	2.0%	-3%
Cc1ccc(S(=O)(=O)NC(=O)NC(C)(C)C)cc1
  -7%[11.4 µM]	-2%[9.17 µM]	0.2%	-1%[11.4 µM]	.	-0.3%[0.0738 µM]	-2%	?	.	0.2%	-6%[11 µM]
N#Cc1c(NC(=O)CSc2nc(N)cc(=O)[nH]2)sc2c1CCCCCC2
  1%	-4%	-0.8%	-5%	i	-1.1%	0%	9%	i	0.7%	-6%
CCOC(=O)CC1(C)NC(=O)c2c(C)sc(C(=O)OCC)c2N1 (configuration not stated)
  -7%	.	-1.1%	-4%	3.6e-07M*	5.1%[0.369 µM]	8%	?	2.7e-07M*	-0.7%	-1%
COc1cccc2c1NC(C(=O)O)C1CC=CC21 (configuration not stated)
  -26%	-3%	-24%	25µM*	?	.	0%	-2%	?	-27%	-21%
NC(=O)C1CCN(c2oc(-c3ccccc3F)nc2S(=O)(=O)c2ccc(Cl)cc2)CC1
  -24%	-1%	0.3%	-3%	i	3.2%	1%	-3%	i	-2.7%	-14%
CCOC(=O)Cn1c(=O)c2c(nc(N3CCCCC3)n2C)n(C)c1=O
  13%	-5%	0.2%	-1%	i	-0.6%[57.5 µM]	6%	?	i	0.4%	-2%
COc1ccccc1C1C=C(c2ccccc2)Nc2nnnn21 (configuration not stated)
  -20%[11.4 µM]	-7%[9.17 µM]	0.1%	-10%[11.4 µM]	.	1.2%[0.0738 µM]	-2%	?	.	1.3%	-5%[11 µM]
Cc1oc(-c2ccc(Cl)cc2)cc1-c1nn2c(-c3ccco3)nnc2s1
  -24%	-1%	-0.7%	-6%	i	-0.7%	0%	0%	i	1.9%	-9%
O=C(NCc1ccco1)C(c1cccs1)N(Cc1ccccc1)C(=O)Cn1nnc2ccccc21 (configuration not stated)
  -4%	-6%	-0.8%	-1%	i	.	1%	-14%	i	-0.3%	-5%
CC(=O)c1c(C)[nH]c(C)c1C(C)=O
  8%	17%	1.3%	0%	.	0.6%[9.22 µM]	2%	5%	.	0.3%	0%
COc1cc(C(=O)O)cc(OC)c1OCc1cc(C(=O)O)oc1C
  -3%	0%	-0.7%	-6%	.	-0.5%	0%	-2%	.	-2.6%	-3%
